V-ATPase pHluor = regulators of yeast V-ATPase proton transport | S. cerevisiae, pHLuorin cytosolic pH fluorescence | response, % at 10 µM | 350,000 compounds, 0.37% hits | AID 504577; in the data active = response mostly above about 7.3%, no sharp cut-off; inactive = mostly below about 5.4%; note: actives read high; inactives centre near 0; some compounds called inactive have numbers as strong as hits; reference of the scale not given here
MOR-DOR inv ag = inverse agonists of human mu-delta opioid receptor heterodimerization; 340,000 compounds, 0.21% hits; cell-based MOR-DOR heterodimer luminescence, inverse agonism; inhibition, % at 9.3 µM; in the data active = inhibition above about 22%, passing the limit was not always enough;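 note: 0% = cells with DMSO and 100% = wells without cells with DMSO; values of inactives mirror those of a sister screen read the other way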
HTR5A inv ctr = counter-screen for OPRM1-OPRD1 inverse agonists: human HTR5A inverse agonism. P47898. 340,000 compounds, 0.083% hits. HTR5A cell line, luminescence. inhibition, % at 9.3 µM; in the data active = inhibition mostly above about 23%, no sharp cut-off; inactive = mostly below about 18%;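 note: 0% = cells with DMSO and 100% = no-cell wells with DMSO; some compounds called inactive have numbers as strong as hits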
Target sequence (P47898 whole entry, looked up): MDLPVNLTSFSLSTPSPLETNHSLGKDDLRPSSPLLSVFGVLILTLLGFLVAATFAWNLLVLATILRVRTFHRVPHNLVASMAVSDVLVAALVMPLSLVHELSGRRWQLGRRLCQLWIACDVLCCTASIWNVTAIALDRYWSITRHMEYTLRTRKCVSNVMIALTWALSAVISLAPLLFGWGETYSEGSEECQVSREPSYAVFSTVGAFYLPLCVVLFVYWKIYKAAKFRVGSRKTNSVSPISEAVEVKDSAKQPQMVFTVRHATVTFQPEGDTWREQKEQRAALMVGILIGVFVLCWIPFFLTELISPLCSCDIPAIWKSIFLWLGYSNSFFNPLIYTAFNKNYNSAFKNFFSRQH
CAL PDZ FP = CAL PDZ (human) peptide binding inhibition | purified CAL PDZ, TMR-peptide fluorescence polarization, 1 h | inhibition, % at 24.9 µM | 300,000 compounds, 0.92% hits | AID 602252;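 active = mean inhibition of at least 30% with at least half of replicates also reaching 30%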;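 note: 0% = DMSO neutral control and 100% = excess unlabeled competitor peptide PRC23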
cardiac RTF act = cardiac RTF calcium sensitization | P19429+P45379 | IANBD-labeled TnC RTF fluorescence at EC20 calcium; 0% EC20 calcium, 100% full calcium | activation, % at 7.2 µM | 340,000 compounds, 0.24% hits | AID 493008;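 active = activation above the mean over all tested compounds plus 3 SD, cut at about 30% in these data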;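 note: rise in fluorescence read as greater calcium sensitivity of cardiac thin filaments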
OPRM1-OPRD1 ag = agonists of human mu-delta opioid receptor heterodimerization | cells, OPRM1-OPRD1 heterodimerization, luminescence | AID 504326 | activation, % at 9.3 µM | 340,000 compounds, 0.3% hits | P35372+P41143; in the data active = activation above about 18%;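 note: 0% = vehicle-treated cells and 100% = reference agonist; values of inactives mirror those of a sister screen read the other way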
HTR5A ag ctr = activates human HTR5A in OPRM1-OPRD1 agonist counter-screen; HTR5A agonist assay, luminescence, cell-based; AID 504692; P47898; activation, % at 9.3 µM; 340,000 compounds, 0.61% hits; in the data active = activation mostly above about 9.5%, no sharp cut-off; inactive = mostly below about 7.6%;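 note: 0% = cells with vehicle only and 100% = reference agonist; strong numbers were not always called active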
RTF Ca sens inh = cardiac RTF calcium desensitization; inhibition, % at 7.15 µM; P19429+P45379; AID 493244; IANBD-labeled cardiac RTF, Ca2+ fluorescence; 340,000 compounds, 0.12% hits;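 active = inhibition above the mean inhibition of all tested compounds plus 3 SD, cut at about 17% in these data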;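 note: assay run at fixed EC70 calcium of 1.6 mM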
Keap1 Nrf2 FP = Keap1-Nrf2 (human) interaction inhibition; inhibition, % at 9.4 µM; 340,000 compounds, 0.15% hits; Keap1 Kelch-Nrf2 peptide fluorescence polarization, 1536-well; Q14145; AID 504523; in the data active = inhibition above about 12%;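 note: human Keap1 Kelch domain with fluorescein labeled Nrf2 9mer peptide probe; 0% = neutral control wells and 100% = peptide positive control; higher means more block of Keap1 binding to Nrf2 peptide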
Target sequence (Q14145 whole entry, looked up, the tested form may be a part): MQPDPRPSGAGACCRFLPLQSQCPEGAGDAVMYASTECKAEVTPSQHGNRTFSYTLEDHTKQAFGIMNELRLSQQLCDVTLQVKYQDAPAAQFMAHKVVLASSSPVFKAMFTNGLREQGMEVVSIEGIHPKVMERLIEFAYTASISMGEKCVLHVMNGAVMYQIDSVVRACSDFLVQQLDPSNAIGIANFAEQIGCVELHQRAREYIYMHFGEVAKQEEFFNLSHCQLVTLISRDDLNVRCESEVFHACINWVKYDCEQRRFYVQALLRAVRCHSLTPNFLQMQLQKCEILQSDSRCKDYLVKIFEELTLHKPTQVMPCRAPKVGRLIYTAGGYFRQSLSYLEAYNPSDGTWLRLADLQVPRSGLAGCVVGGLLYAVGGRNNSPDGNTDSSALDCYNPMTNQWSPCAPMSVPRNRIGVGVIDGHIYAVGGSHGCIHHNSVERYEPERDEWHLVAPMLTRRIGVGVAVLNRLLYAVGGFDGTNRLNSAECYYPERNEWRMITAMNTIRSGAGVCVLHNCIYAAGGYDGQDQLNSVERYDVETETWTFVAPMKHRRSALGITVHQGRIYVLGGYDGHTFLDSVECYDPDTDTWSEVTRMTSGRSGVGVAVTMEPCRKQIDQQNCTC
LANA DNA inh = inhibitors of KSHV LANA C-terminal domain DNA binding; MBP-C-LANA/FAM-LBS DNA binding, fluorescence polarization; AID 504423; inhibition, % at 9 µM; 340,000 compounds, 0.078% hits;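 active = highest replicate inhibition at or above 60% at 9 µM, even if other replicates fall short; inactive = all replicates below 60% inhibition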;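 note: 0% = neutral control wells and 100% = 4 µM acridine orange control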
An asterisk follows results filed as active.

CCOC(=O)Nc1ccc2c(c1)C(=NO)c1ccccc1-2 was read as V-ATPase pHluor -1, MOR-DOR inv ag -8, HTR5A inv ctr -2, CAL PDZ FP -13, cardiac RTF act -6, OPRM1-OPRD1 ag 1.9, HTR5A ag ctr 1, RTF Ca sens inh 0, Keap1 Nrf2 FP -1 and LANA DNA inh 0.4.
`CS(=O)(=O)N1CCC(C(=O)Nc2ccc(Br)cc2F)CC1` gave V-ATPase pHluor -3, MOR-DOR inv ag -7, HTR5A inv ctr 4, CAL PDZ FP -3, cardiac RTF act -4, OPRM1-OPRD1 ag 1.1, HTR5A ag ctr 3, RTF Ca sens inh -7, Keap1 Nrf2 FP 3 and LANA DNA inh 1.6.
For COc1ccc(NS(=O)(=O)c2ccc(O)c(NC(=O)c3cc4c(C)nn(-c5ccc(F)cc5)c4s3)c2)cc1 the results were V-ATPase pHluor 2, MOR-DOR inv ag -123, HTR5A inv ctr 1, CAL PDZ FP -4, cardiac RTF act 4, OPRM1-OPRD1 ag 20*, HTR5A ag ctr 0, RTF Ca sens inh -3, Keap1 Nrf2 FP -4 and LANA DNA inh -0.1.
`COc1ccccc1NC(=O)c1c(Nc2ccccc2C)sc(C(=O)Nc2cccc(Cl)c2)c1N` gave V-ATPase pHluor 12*, MOR-DOR inv ag 1, HTR5A inv ctr 30, CAL PDZ FP -2, cardiac RTF act 3, OPRM1-OPRD1 ag -0.1, HTR5A ag ctr 3, RTF Ca sens inh 4, Keap1 Nrf2 FP 0 and LANA DNA inh 0.2.
`Cc1cccc(OC(=O)c2cccnc2)c1` gave V-ATPase pHluor 1, MOR-DOR inv ag 12, HTR5A inv ctr -16, cardiac RTF act -2, OPRM1-OPRD1 ag -2.5, HTR5A ag ctr -4, RTF Ca sens inh 3, Keap1 Nrf2 FP 2 and LANA DNA inh 1.9.
For C=CCc1ccccc1OCC(O)CNC (configuration not stated) the results were V-ATPase pHluor 1, MOR-DOR inv ag 8, HTR5A inv ctr -3, CAL PDZ FP -9, cardiac RTF act 6, OPRM1-OPRD1 ag -1.3, HTR5A ag ctr 4, RTF Ca sens inh -9, Keap1 Nrf2 FP 0 and LANA DNA inh -1.9.
Screening COc1ccccc1/C=C1\SC(=O)N(CCC(=O)N(C)C2CCS(=O)(=O)C2)C1=O (configuration not stated) returned V-ATPase pHluor -1, MOR-DOR inv ag 6, HTR5A inv ctr -12, cardiac RTF act -1, OPRM1-OPRD1 ag -1.2, HTR5A ag ctr -6, RTF Ca sens inh -3, Keap1 Nrf2 FP -2 and LANA DNA inh 0.5.
`Cc1ccc(S(=O)(=O)Nc2ccccc2C(=O)N2CCN(C)CC2)cc1` gave V-ATPase pHluor 0, MOR-DOR inv ag 12, HTR5A inv ctr 8, CAL PDZ FP 44*, cardiac RTF act -3, OPRM1-OPRD1 ag -2.1, HTR5A ag ctr 0, RTF Ca sens inh -2, Keap1 Nrf2 FP 2 and LANA DNA inh 0.9.
For Cc1ccc(NC(=O)CS(=O)CC(=O)NCC2CCCO2)cc1 (configuration not stated) the results were V-ATPase pHluor -6, MOR-DOR inv ag -6, HTR5A inv ctr 16, CAL PDZ FP -1, cardiac RTF act 3, OPRM1-OPRD1 ag 1.0, HTR5A ag ctr -6, RTF Ca sens inh 5, Keap1 Nrf2 FP -6 and LANA DNA inh 0.3.
`O=c1[nH]cccc1-c1nc2ccccc2[nH]1` gave V-ATPase pHluor 2, MOR-DOR inv ag -6, HTR5A inv ctr 1, CAL PDZ FP -26, cardiac RTF act -1, OPRM1-OPRD1 ag 1.4, HTR5A ag ctr 0, RTF Ca sens inh -2, Keap1 Nrf2 FP -2 and LANA DNA inh 1.6.
`COc1ccc(CN(C(=O)CN2C(=O)c3ccccc3S2(=O)=O)C(C(=O)NCC2CCCO2)c2ccco2)cc1` (configuration not stated) gave V-ATPase pHluor -1, MOR-DOR inv ag 3, HTR5A inv ctr -3, CAL PDZ FP -2, cardiac RTF act -8, OPRM1-OPRD1 ag -0.4, HTR5A ag ctr 1, RTF Ca sens inh -11, Keap1 Nrf2 FP -2 and LANA DNA inh -1.9.
`COc1ccc(NS(=O)(=O)c2cccc(C(=O)NCCCN3CCCC3=O)c2)cc1` gave V-ATPase pHluor -3, MOR-DOR inv ag 14, HTR5A inv ctr 7, CAL PDZ FP 0, cardiac RTF act 2, OPRM1-OPRD1 ag -2.2, HTR5A ag ctr -5, RTF Ca sens inh -9, Keap1 Nrf2 FP -8 and LANA DNA inh 2.0.
COc1cc(C(C)=O)ccc1OCC(=O)Nc1ccccc1N1CCCCC1 was read as V-ATPase pHluor 1, MOR-DOR inv ag -12, HTR5A inv ctr 8, CAL PDZ FP -3, cardiac RTF act -6, OPRM1-OPRD1 ag 2.3, HTR5A ag ctr 0, RTF Ca sens inh -2, Keap1 Nrf2 FP 2 and LANA DNA inh 0.5.
O=C(Cn1nc(Cc2ccncc2)c2ccccc2c1=O)N1CCc2ccccc2C1 was read as V-ATPase pHluor 1, MOR-DOR inv ag -5, HTR5A inv ctr -6, cardiac RTF act 6, OPRM1-OPRD1 ag 1.1, HTR5A ag ctr 2, RTF Ca sens inh -8, Keap1 Nrf2 FP -4 and LANA DNA inh -0.4.
Cc1ccc(/C=N/NC(=O)CNC(=O)COc2ccccc2)o1 was read as V-ATPase pHluor 14, MOR-DOR inv ag 10, HTR5A inv ctr -16, CAL PDZ FP 1, cardiac RTF act -4, OPRM1-OPRD1 ag -1.9, HTR5A ag ctr 6, RTF Ca sens inh -22, Keap1 Nrf2 FP 0 and LANA DNA inh 1.8.
Cc1nn(C)cc1C(C)NC(=O)c1cc(COc2c(F)cccc2F)on1 (configuration not stated) was read as V-ATPase pHluor 11*, MOR-DOR inv ag -6, HTR5A inv ctr -15, CAL PDZ FP 1, cardiac RTF act 2, OPRM1-OPRD1 ag 0.8, HTR5A ag ctr 5, RTF Ca sens inh -10, Keap1 Nrf2 FP 0 and LANA DNA inh 2.5.
`COc1cccc(C(=O)CN2C(=O)C(C)(C)Oc3ccc(C(=O)N4CCCCCC4)cc32)c1` gave V-ATPase pHluor -29, MOR-DOR inv ag 7, HTR5A inv ctr 23, CAL PDZ FP -7, cardiac RTF act -4, OPRM1-OPRD1 ag -1.2, HTR5A ag ctr -2, RTF Ca sens inh 4, Keap1 Nrf2 FP -1 and LANA DNA inh -2.1.
Cc1ccc(C(=O)NCCc2ccccc2)cc1S(=O)(=O)N1CCOCC1 was read as V-ATPase pHluor -1, MOR-DOR inv ag -1, HTR5A inv ctr 1, CAL PDZ FP 2, cardiac RTF act 6, OPRM1-OPRD1 ag 0.1, HTR5A ag ctr 0, RTF Ca sens inh -7, Keap1 Nrf2 FP -7 and LANA DNA inh -6.8.
Screening CC(C)(C)NC(=O)CN1CCC(O)(c2ccccc2)CC1 returned V-ATPase pHluor 1, MOR-DOR inv ag 7, HTR5A inv ctr 21, CAL PDZ FP -7, cardiac RTF act -7, OPRM1-OPRD1 ag -1.1, HTR5A ag ctr 1, RTF Ca sens inh 1, Keap1 Nrf2 FP -4 and LANA DNA inh 0.6.
`CSc1ccc(S(=O)(=O)Nc2ccc3c(c2)NC(=O)CC3)cc1` gave V-ATPase pHluor 0, MOR-DOR inv ag 4, HTR5A inv ctr -4, CAL PDZ FP 2, cardiac RTF act 1, OPRM1-OPRD1 ag -0.7, HTR5A ag ctr 1, RTF Ca sens inh -9, Keap1 Nrf2 FP -3 and LANA DNA inh 0.7.
Screening COc1ccc(N(C(C)C(=O)Nc2ccc(S(=O)(=O)N3CCOCC3)cc2)S(C)(=O)=O)cc1 (configuration not stated) returned V-ATPase pHluor 1, MOR-DOR inv ag 11, HTR5A inv ctr 4, CAL PDZ FP -3, cardiac RTF act 5, OPRM1-OPRD1 ag -2.2, HTR5A ag ctr -4, RTF Ca sens inh 1, Keap1 Nrf2 FP -6 and LANA DNA inh -0.3.
`O=C(Nc1cccnc1)c1ccc(-c2cc(Cl)ccc2Cl)o1` gave V-ATPase pHluor -1, MOR-DOR inv ag -7, HTR5A inv ctr -7, CAL PDZ FP 1, cardiac RTF act 3, OPRM1-OPRD1 ag 1.2, HTR5A ag ctr 3, RTF Ca sens inh 2, Keap1 Nrf2 FP 7 and LANA DNA inh 1.7.
Cc1ccc(CCNC(=O)c2ccc(CS(=O)(=O)Cc3ccc(F)cc3)o2)cc1 was read as V-ATPase pHluor 5, MOR-DOR inv ag -2, HTR5A inv ctr 9, CAL PDZ FP -3, cardiac RTF act -5, OPRM1-OPRD1 ag 0.4, HTR5A ag ctr -2, RTF Ca sens inh -4, Keap1 Nrf2 FP 5 and LANA DNA inh 2.2.
For C#CCOCCOCCOCCNc1nc(N2CCN(C(=O)[C@H](CCCN=C(N)N)n3cc(C(N)[C@@H](C)CC)nn3)CC2)nc(N2CCN(C(=O)[C@H](CC(N)=O)n3cc([C@@H](N)CC(N)=O)nn3)CC2)n1 (some centres not stated) the results were V-ATPase pHluor 0, MOR-DOR inv ag 20, HTR5A inv ctr -10, CAL PDZ FP -1, cardiac RTF act -5, OPRM1-OPRD1 ag -3.5, HTR5A ag ctr 10, RTF Ca sens inh -4, Keap1 Nrf2 FP -4 and LANA DNA inh 0.7.
For COc1cccc2sc(NN)nc12 the results were V-ATPase pHluor 5, MOR-DOR inv ag -6, HTR5A inv ctr 0, CAL PDZ FP -3, cardiac RTF act -3, OPRM1-OPRD1 ag 1.3, HTR5A ag ctr 0, RTF Ca sens inh 2, Keap1 Nrf2 FP 0 and LANA DNA inh 1.1.
CCOc1ccc(NC(C(=O)Nc2cccc(C(C)=O)c2)c2ccccc2)cc1 (configuration not stated) was read as V-ATPase pHluor 6, MOR-DOR inv ag -9, HTR5A inv ctr 7, CAL PDZ FP -2, cardiac RTF act -3, OPRM1-OPRD1 ag 1.4, HTR5A ag ctr -3, RTF Ca sens inh 1, Keap1 Nrf2 FP -3 and LANA DNA inh -0.7.
`CC(C)(C)c1cc(OC(=O)c2ccncc2)ccc1O` gave V-ATPase pHluor 0, MOR-DOR inv ag -9, HTR5A inv ctr -4, CAL PDZ FP -1, cardiac RTF act -1, OPRM1-OPRD1 ag 1.6, HTR5A ag ctr 1, RTF Ca sens inh -9, Keap1 Nrf2 FP 1 and LANA DNA inh 0.8.
`CC(=O)COC(=O)C1CCN(S(=O)(=O)c2cc([N+](=O)[O-])ccc2Cl)CC1` gave V-ATPase pHluor 1, MOR-DOR inv ag -14, HTR5A inv ctr 17, CAL PDZ FP -3, cardiac RTF act -1, OPRM1-OPRD1 ag 2.6, HTR5A ag ctr -3, RTF Ca sens inh -6, Keap1 Nrf2 FP -2 and LANA DNA inh 2.3.
For O=C1OCc2cc(NC(=O)C3CCCCC3)ccc21 the results were V-ATPase pHluor 2, MOR-DOR inv ag 5, HTR5A inv ctr 6, CAL PDZ FP -5, cardiac RTF act -4, OPRM1-OPRD1 ag -1.1, HTR5A ag ctr -2, RTF Ca sens inh 0, Keap1 Nrf2 FP -7 and LANA DNA inh -1.0.
